# Pf growth 48h: Primary qHTS for delayed death inhibitors of the malarial parasite plastid, 48 hour incubation; Potency, µM (titrated, usually from 28.7 µM), without a hit: at the top dose activity change, negative = inhibition, usual class: inhibitors; 310,000 tested, 5.9% active; P. falciparum luciferase growth in erythrocytes, 48 h
#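 Luciferase-expressing parasites in RBCs, 2% Hct / 0.1% parasitemia final; RPMI 1640 + 0.5% Albumax; 37 C, 5% CO2, one generation; luminescence read-out, lower signal = inhibition.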
# LmPK inhibitor: qHTS Assay for Inhibitors of Leishmania Mexicana Pyruvate Kinase (LmPK) | purified LmPK, Kinase-Glo ATP luminescence, 1 h | Q27686 | Potency, µM (highest dose often 57.5 µM), for inactives: top-dose activity change, negative = inhibition, hits mostly inhibitors | 290,000 tested, 0.37% active
# Target sequence (Q27686 whole entry, looked up): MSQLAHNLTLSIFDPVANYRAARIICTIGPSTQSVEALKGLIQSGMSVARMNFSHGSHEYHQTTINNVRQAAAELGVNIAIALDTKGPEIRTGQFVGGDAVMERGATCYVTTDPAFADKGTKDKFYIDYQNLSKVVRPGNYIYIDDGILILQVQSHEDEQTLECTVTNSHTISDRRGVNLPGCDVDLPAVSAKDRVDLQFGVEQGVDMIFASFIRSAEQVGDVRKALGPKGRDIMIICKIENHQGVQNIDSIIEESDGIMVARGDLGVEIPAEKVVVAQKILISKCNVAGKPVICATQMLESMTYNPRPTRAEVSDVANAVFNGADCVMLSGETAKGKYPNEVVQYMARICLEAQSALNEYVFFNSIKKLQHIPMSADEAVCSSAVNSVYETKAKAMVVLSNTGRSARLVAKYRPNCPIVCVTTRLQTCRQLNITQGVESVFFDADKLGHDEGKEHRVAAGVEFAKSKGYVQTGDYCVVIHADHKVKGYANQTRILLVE
#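 In 50 mM imidazole pH 7.2 with 7 mM MgCl2, LmPK (0.1 nM) turned over PEP (0.5 mM) and ADP (0.1 mM) for 1 h at room temperature. Luciferase read-out of ATP.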
# Pf growth 96h: Primary qHTS for delayed death inhibitors of the malarial parasite plastid, 96 hour incubation; P. falciparum luciferase reporter growth, 96 h; Potency, µM (titrated, usually from 28.7 µM), for the others: at the highest dose activity change, negative = inhibition, most hits filed as inhibitors; AID 504834, 2011; 320,000 tested, 6.9% active
#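 Erythrocytes infected with luciferase-expressing P. falciparum were dispensed at 2% hematocrit and 0.05% parasitemia (final), then incubated with compounds 96 hours at 37 C in 5% CO2. Luminescence after detection reagent addition reported growth.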
# HCV inhibitor: qHTS Assay for Inhibitors of Hepatitis C Virus (HCV). Huh7.5.1 HCVcc-Cre infection, luciferase reporter, 44 h. Potency, µM (doses to about 41.8 µM), for the others: at the highest dose activity change, negative = inhibition, hits mostly inhibitors. 340,000 tested, 3.4% active
#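 HCVcc-Cre virus at an moi near 0.5 was added right after compound to cells cultured 4 h from seeding (1,000 cells/well). Luciferase activity was determined 44 h later, 15 min after substrate addition at RT.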
# Tb PYK inh: qHTS of Trypanosoma Brucei Inhibitors | pyruvate kinase (Trypanosoma brucei), Q57TT1 | TbPYK enzyme, Kinase-Glo Plus ATP luminescence, 45 min | Potency, µM (titrated, usually from 76.8 µM), inactives show at the top dose activity, negative = inhibition, actives largely listed as inhibitors | 410,000 tested, 0.12% active | AID 624173, 2012; also: nearly all actives have a fitted effect of over 50% in size
#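 Activity of T. brucei pyruvate kinase was followed by Kinase-Glo Plus luminescence after the enzyme reacted 45 min at room temperature with 130 uM ADP (final) and substrate. Test compounds were added before ADP at multiple concentrations.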
# Sm TGR inh: qHTS Assay for the Inhibitors of Schistosoma Mansoni Peroxiredoxins | Potency, µM (titrated, usually from 114 µM), without a hit: at the highest dose activity change, negative = inhibition, usual class: inhibitors | purified TGR, DTNB reduction, TNB absorbance 405 nm | AID 485364, 2010 | 360,000 tested, 3% active; also: nearly all actives have a fitted effect of over 60% in size
#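 First, TGR (20 nM dispensed) and NADPH were mixed with compound. Second, a 15 min room-temperature incubation followed. Third, further NADPH and then DTNB were added to start the reaction. Finally, TNB absorbance was monitored kinetically.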
# Numbers without * were called inactive; ? = inconclusive; · = no result given; & = joins results of further samples; [ ] = remark or other dose. Calls follow the shape of the dose curve; as a rule, active = well fitted curve in the direction sought with a large enough effect; inconclusive = small, poorly fitted or top-dose-only effect, or another doubt; inactive = no such curve, though single readings can be large; an effect the other way counts as inactive or inconclusive. % is scaled to controls: 0 for no effect and ±100 for the full control effect; potency is read from the fitted curve at half-maximal effect.
SMILES,Pf growth 48h,LmPK inhibitor,Pf growth 96h,HCV inhibitor,Tb PYK inh,Sm TGR inh
Cc1ccc2nc(C3CCN(CC(=O)Nc4ccc5c(c4)OCCO5)CC3)[nH]c2c1,-22%,4%,-8%,0%,-1%,-11%
COc1ccc(CNc2nc3ccccc3n2C)c(OC)c1,139%[activator],18µM*,101%[activator],-5%,-17%,0%
CCS(=O)(=O)CCSc1nc2ccccc2o1,2%,-4%,64%[activator],-1%,-3%,-11%
Cc1ccc(S(=O)(=O)CCSc2ccc(C(F)(F)F)cn2)cc1,0%,-3%,?,2%,-1%,5%
O=C1CC(C(=O)Nc2nccs2)C(c2ccccc2)O1 (stereo unspecified),0%,7%,?,0%,-9%,-5%
Cc1cc(C)c2c(-n3cccc3)c(C(=O)NNS(=O)(=O)c3ccc(Br)cc3)sc2n1,23%,4%,?,2%,1%,1%
COc1ccccc1C(=O)Nc1ccccc1C(=O)NC1CCCCC1,-15%,10%,2%,1%,5%,0%
CCOC(=O)c1sc(NC(=O)CN2CC(C)OC(C)C2)nc1C (stereo unspecified),5%,2%,?,-9%,-14%,-3%
N#Cc1ccc(OCC(=O)NCC2COc3ccccc3O2)cc1 (stereo unspecified),8%,·,-3%,-4%,-2%,-1%
O=C(NCc1ccco1)c1ccc(=O)[nH]n1,32%[activator],-2%,-18%,-1%,-2%,-31%
COC(=O)c1c(NC(=O)c2ccccc2)sc(Cc2ccccc2)c1C,-12%,6%,24%,0%,1%,0%
COc1ccc(NC(=O)c2cc(C3CC3)nc3c2cnn3C(C)C)cc1OC,?,·,15µM*,10µM*,1%,-2%
C=CCn1c(COc2ccccc2F)nnc1SCC(=O)NC(=O)NCc1ccco1,·,0%,5%,14%,-12%,1%[11.4 µM]
O=C(CSc1ccccc1)Nc1ccc(N2CCOCC2)c(F)c1,93%[activator],-4%,86%[activator],7%,-6%,0%
Cn1c(/C(C#N)=C/c2cccc(O)c2)nc2ccccc21,?,-14%,0%,8%,-3%,·
O=C(NCCc1cn2ccccc2n1)c1cc(COc2ccc3ncccc3c2)on1,?,2%,280%[activator],2.5µM*,-1%,6%
O=C(CN1C(=O)S/C(=C\c2ccccn2)C1=O)Nc1ccccc1,-8%,-4%,?,-27%,-17%,-32%
O=C1[C@H]2[C@H](ON3CCCC[C@H]23)C(=O)N1c1cccc(C(F)(F)F)c1,15%,-2%,40%[activator],2%,0%,-3%
NS(=O)(=O)c1ccc(NC(=S)NNC(=O)c2cccs2)cc1,-1%,5%,19%,-7%,?,·
Cn1c(O)c(/C=N/N2CCOCC2)c(=O)n(C)c1=S,13µM*,1%,36%[activator],20%,1%,-8%
COc1ccccc1CNC(=O)Cn1c(=O)oc2cc(S(=O)(=O)N3CCCC3)ccc21,?,-5%,-15%,-3%,-5%&-6%,-21%&-4%
CCCCNC(=O)CSc1nnc(-c2ccc(S(=O)(=O)N3CCCC3)cc2)n1C,?,3%,17%,21%,1%,-1%
COc1ccc([C@H]2CC(=O)C=C(c3cc(F)ccc3OC)C2)cc1,-12%,·,?,?,-6%,-11%
Cc1nn(C(C)C(=O)O)c(C)c1[N+](=O)[O-] (stereo unspecified),1%,-3%,33%[activator],11%,-5%,0%
N=c1n(CC(=O)c2ccc([N+](=O)[O-])cc2)c2ccccc2n1Cc1ccc(Cl)cc1,?,0%,?,-8%,-2%,-4%
Cc1nnc(SCC(=O)NCC2CCCO2)n1-c1ccccc1 (stereo unspecified),-2%,3%,3%,15%,2%,1%
O=C(NC(=O)c1c(Cl)cccc1Cl)Nc1ccc(Oc2cccnc2)nc1,?,-5%,?,0%,1%,17%
CCOC(=O)C1(Cc2cccc(OC)c2)CCN(Cc2cccn2-c2nccs2)CC1,12µM*,6%,?,-23%,0%,-7%
CCC(Sc1nc2ncccc2[nH]1)C(=O)NC1CCCC1 (stereo unspecified),26%,-15%,41%[activator],1%,7%,8%
CC(=O)Nc1ccc(C(=O)n2nc(C)cc2C)cc1,3%,3%,-3%,10%,7%,2%
O=C(COc1ccccc1)N1CCN(C2CCCC2)CC1,11%,-4%,4%,21%,14%,4%
COc1cccc(C(C(=O)NC(C)(C)C)N(C(=O)CCC(=O)Nc2cc(C)on2)c2ccc3c(c2)OCCO3)c1OC (stereo unspecified),?,-1%,-2%,0%,0%,0%
COc1ccc(Nc2ccccc2NC(=O)c2ccccc2Br)cc1,1.7µM*,-6%,2.1µM*,?,-4%,1%
CCCCCC1CCC(c2n[nH]c(=S)n2C)CC1 (stereo unspecified),?,-2%,5.9µM*,-3%,?,5%
COc1ccc2[nH]c(=O)c(CN(CCO)S(=O)(=O)c3c(C)ccc4nsnc34)cc2c1,5%,-2%,·,11%,0%,22%
COC(=O)c1cc(S(=O)(=O)NCC2CCN(CCc3cccs3)CC2)c[nH]1,2%,8%,?,-1%,-1%,1%
NC(=O)C1CCN(C(=O)c2ccc(Oc3cc(Cl)cc(Cl)c3)o2)CC1,?,2%,?,0%,5%,-28%
CCc1ccc2[nH]c(=O)c(CN(CCN(C)C)C(=S)NCc3ccco3)cc2c1,?,5%,10%,-27%,-12%,-27%
COc1ccc(N)c2c1C(=O)c1ccccc1C2=O,79%[activator],?,?,?,-11%,-11%
Cc1ccc(C(=O)Nc2nnc(CC(=O)N/N=C/c3ccc(O)c(O)c3)s2)cc1,39%[activator],1%,?,-12%,4%,45µM*
COc1ccc(-c2csc(N3CCN(c4cc5c(cc4Cl)nc(-c4ccncc4)n5CCOCCO)CC3)n2)cc1,?,-4%,3.7µM*,1%,-22%,-22%
CC(C)Cn1c(SCC(=O)N2CCN(C(=O)c3ccco3)CC2)nc2ccccc2c1=O,?,2%,?,1%,-5%,-36%
COc1ccc(C2=NO[C@@H]3C(=O)N(C4CCCCC4)C(=O)[C@H]23)cc1OC,19%,11%,?,9%,4%,-6%
O=C(Nc1ccccc1)N1CCCN(c2nccc(C(F)(F)F)n2)CC1,?,7%,?,-13%,2%,3%
Cn1c(C(=O)NC2CC2)cc2c(=O)n(C)c3ccccc3c21,·,2%,5%,-13%,1%,0%
Cc1nnc2ccc(N3CCN(C(=O)c4ccccc4)CC3)nn12,·,-1%,35%[activator],13%,-4%,-6%
O=C(Oc1ccc(N(Cc2cccs2)C2=NS(=O)(=O)c3ccccc32)cc1)c1ccccc1Cl,5%,2%,-10%,-2%,?,2%
c1ccc(-n2cnc3cc(NCc4ccccn4)ccc32)cc1,58%[activator],-2%,?,?,-1%,4%

# An excerpt from above in order of number of heavy atoms, falling.
SMILES,Pf growth 48h,LmPK inhibitor,Pf growth 96h,HCV inhibitor,Tb PYK inh,Sm TGR inh
COc1ccc(-c2csc(N3CCN(c4cc5c(cc4Cl)nc(-c4ccncc4)n5CCOCCO)CC3)n2)cc1,?,-4%,3.7µM*,1%,-22%,-22%
O=C(Oc1ccc(N(Cc2cccs2)C2=NS(=O)(=O)c3ccccc32)cc1)c1ccccc1Cl,5%,2%,-10%,-2%,?,2%
CC(C)Cn1c(SCC(=O)N2CCN(C(=O)c3ccco3)CC2)nc2ccccc2c1=O,?,2%,?,1%,-5%,-36%
COc1ccc2[nH]c(=O)c(CN(CCO)S(=O)(=O)c3c(C)ccc4nsnc34)cc2c1,5%,-2%,·,11%,0%,22%
CCc1ccc2[nH]c(=O)c(CN(CCN(C)C)C(=S)NCc3ccco3)cc2c1,?,5%,10%,-27%,-12%,-27%
COC(=O)c1cc(S(=O)(=O)NCC2CCN(CCc3cccs3)CC2)c[nH]1,2%,8%,?,-1%,-1%,1%
COc1ccc(C2=NO[C@@H]3C(=O)N(C4CCCCC4)C(=O)[C@H]23)cc1OC,19%,11%,?,9%,4%,-6%
COc1ccc(Nc2ccccc2NC(=O)c2ccccc2Br)cc1,1.7µM*,-6%,2.1µM*,?,-4%,1%
Cc1nnc2ccc(N3CCN(C(=O)c4ccccc4)CC3)nn12,·,-1%,35%[activator],13%,-4%,-6%
c1ccc(-n2cnc3cc(NCc4ccccn4)ccc32)cc1,58%[activator],-2%,?,?,-1%,4%
Cn1c(C(=O)NC2CC2)cc2c(=O)n(C)c3ccccc3c21,·,2%,5%,-13%,1%,0%
COc1ccc(N)c2c1C(=O)c1ccccc1C2=O,79%[activator],?,?,?,-11%,-11%
CCCCCC1CCC(c2n[nH]c(=S)n2C)CC1 (stereo unspecified),?,-2%,5.9µM*,-3%,?,5%

# (next part)
SMILES,Pf growth 48h,LmPK inhibitor,Pf growth 96h,HCV inhibitor,Tb PYK inh,Sm TGR inh
O=C1C(=C2SCCCS2)CC/C1=C\c1ccc(F)cc1,4%,?,80%[activator],0%,-18%,-25%
CC1CCN(C(c2nnnn2CCc2ccccc2)C(C)C)CC1 (stereo unspecified),0%,2%,?,-4%,0%,0%
COc1ccc(NC(=O)c2cccc(N3C(=O)NC4CC3(C)Oc3ccccc34)c2)cc1 (stereo unspecified),·,4%,·,-16%,-21%,-8%
CC(=O)NCC(=O)N(C)C(C(=O)Nc1ccc2c(c1)OCCO2)c1ccccc1 (stereo unspecified),-18%,-2%,-1%,?,2%,-20%
CCCCn1c(SCC(=O)N2c3ccccc3Sc3ccccc32)nc2c1c(=O)n(C)c(=O)n2C,1.7µM*,5%,·,?,-6%,?
CC(C)C(=O)N1CCN(c2ccc(NC(=S)NC(=O)c3cc4ccccc4o3)cc2)CC1,0%,-6%,5.2µM*,-29%,-2%,?
COCCCN(CCCN)Cc1ccco1,-10%,4%,0%,-5%,-6%,-9%
O=C(NCc1cccc(CNC(=O)Nc2cccc(O)c2)c1)Nc1cccc(O)c1,?,1%,?,3%,5%,15%
Cc1ccn2c(=O)nc(SCC(=O)N3CCCc4ccccc43)nc2c1,?,·,?,7%,-3%,8%
Cn1ccc(C(=O)NC(=S)N2CCSCC2)n1,-14%,-3%,33%[activator],6%,-5%,12%
O=C(c1cc(COc2c(F)cccc2F)on1)N1C[C@H]2CC[C@H]1C2,78%[activator],-4%,?,4%,6%,4%
N#CC(c1ccccn1)c1ncc(C(F)(F)F)cc1Cl (stereo unspecified),33%[activator],2%,43%[activator],?,-6%,24%
COc1ccc(C(=O)c2oc3ccc(OC)cc3c2NC(C)=O)cc1,-3%,-1%,-3%,?,-2%,-20%
COC(=O)c1ccc(C(=O)OC)c(NC(=O)COC(=O)C2CC2C)c1 (stereo unspecified),22%,-5%,·,3%,3%,-21%
COc1cc(C)c(Cc2cnc(N)nc2N)cc1OC,3.8µM*,-5%,2.7µM*,·,4%,-1%
CCCn1cc(S(=O)(=O)c2ccc(Cl)cc2)c(=O)c2cc(OC)ccc21,-18%,-6%,67%[activator],-17%,?,0%
O=C(N/N=C(/CC(=O)c1cccs1)C(F)(F)F)c1ccc(O)cc1,-14%,3%,-20%,?,0%,-13%
COc1ccc2c3c([nH]c2c1)C1(NCC3)C(=O)Nc2ccccc21 (stereo unspecified),?,4%,?,-5%,4%,-1%
Cc1nn(C(C)C(=O)NC2CC2)c(=O)c2nn(-c3ccccc3)c(C)c12 (stereo unspecified),7%,-7%,?,18%,-2%,4%
CCC(CC)NC(=O)CN(c1ccccc1OC)S(=O)(=O)c1cccs1,?,1%,0%,-14%,3%,2%
CC1=NNC(=O)c2ccccc2O1,15%,-4%,12%,-3%,6%,1%
O=C(CCn1c(=O)oc2ccc(Cl)cc21)N1CCN(c2ccccc2)CC1,8%,5%,6%,-25%,-11%,?

# From PubChem
